Assay outcomes: PubChem, The Scripps Research Institute Molecular Screening Center
TbREL1 inh: TbREL1 inhibition, primary screen; P86926; TbREL1 RNA ligation, FRET fluorescence; inhibition, % at 9.66 µM; hit rate 0.49% among 89,000;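 active means inhibition above the mean inhibition across all screened compounds plus 3 SD, cut at about 11% in these data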;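 further: 0% = plate median of test wells and 100% = NSC42067 control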
Target sequence (P86926 whole entry, looked up): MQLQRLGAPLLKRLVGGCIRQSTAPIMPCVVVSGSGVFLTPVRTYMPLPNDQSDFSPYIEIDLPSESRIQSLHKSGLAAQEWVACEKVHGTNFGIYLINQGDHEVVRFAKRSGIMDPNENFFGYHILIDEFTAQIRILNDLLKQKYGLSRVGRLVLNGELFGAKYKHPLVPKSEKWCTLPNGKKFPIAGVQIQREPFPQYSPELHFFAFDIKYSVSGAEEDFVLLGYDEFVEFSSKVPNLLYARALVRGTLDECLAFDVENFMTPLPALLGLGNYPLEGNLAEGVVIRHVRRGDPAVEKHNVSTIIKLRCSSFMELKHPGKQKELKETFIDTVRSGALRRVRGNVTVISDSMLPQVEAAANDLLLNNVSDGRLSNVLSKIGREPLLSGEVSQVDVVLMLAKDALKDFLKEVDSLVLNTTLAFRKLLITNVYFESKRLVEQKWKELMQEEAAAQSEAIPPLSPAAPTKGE
Active calls of the source: *. Only part of the results is shown; rates above refer to the full screens.

TbREL1 inh,SMILES
-0.8,Cc1cc(Cl)ccc1NC(=O)CCCN1C(=O)CCC1=O
-3.1,CCc1ccccc1NC(=S)N1CCCCCC1
1.8,COc1ccc(Cl)cc1NC(=O)COC(=O)CCNC(C)=O
-1.6,CC1(C(=O)NS(=O)(=O)Cc2ccccc2C(F)(F)F)CCN1C(=O)Cc1cccs1 (stereo unspecified)
0.9,CCC1=C2CC[C@H]3C(=O)N(CC)C(=O)[C@H]3[C@H]2[C@@]2(Cc3ccccc3)C(=NCc3ccccc3)OC(=O)N2C1=O
-3.5,Cc1nc(-c2ccccc2)sc1C(=O)O
6.7,Cc1ccc(S(=O)(=O)NC(C(=O)Oc2ccc3ccc(=O)oc3c2)c2ccccc2)cc1 (stereo unspecified)
0.0,O=C(COc1cccc2ccccc12)Nc1cc(Cl)ccc1C(=O)O
4.6,Cc1onc(C(=O)Nc2c(C)n(C)n(-c3ccccc3)c2=O)c1[N+](=O)[O-]
0.5,COc1cccc(/C=c2\s/c(=C/C(=O)c3ccc(C)cc3)[nH]c2=O)c1OC
-0.8,CC1=NN(c2cccc(Cl)c2)C(=O)C12CC(C)=C(C)CS2 (stereo unspecified)
2.6,Cc1cc(Cl)c(S(=O)(=O)Nc2ccccn2)cc1OCC(N)=O
0.4,CCCCN1C(=O)Nc2ccccc2S1=O (stereo unspecified)
-1.3,Cc1ccccc1NC(=O)NNC(=O)OC(C)(C)C
-6.4,CC(C)CCNc1c(-c2cccs2)nc2ccccn12
-1.8,C#CCN1C(=O)[C@]2(NCCc3c2[nH]c2ccc(OC)cc32)c2cc(F)ccc21
-1.0,O=C(c1ccc(Br)o1)N1CCC(Cc2ccccc2)CC1
-1.3,Nc1c(N(Cc2ccco2)C(=O)c2cccc(Cl)c2)c(=O)[nH]c(=O)n1Cc1ccccc1
-3.5,CCOC(=O)C1CCN(S(=O)(=O)Cc2ccc(Cl)cc2)CC1
0.6,C=C1CCN([C@H](C(=O)O)C(C)C)S(=O)(=O)c2ccccc21
-0.1,CCC(CO)Oc1cc(NC(=O)c2cccc(C)c2)c2ncn(C(C)C)c2c1 (stereo unspecified)
1.6,COc1cccc(OCc2nnc(SC)n2C)c1
1.1,CC(=NCCN1CCOCC1)C1=C(O)c2ccccc2C1=O
1.5,CC1CCc2c(sc3ncnc(NCCCOC(C)C)c23)C1 (stereo unspecified)
-1.3,O=S(=O)(NC1CCN(S(=O)(=O)c2c(F)cccc2F)C1)c1ccc2c(c1)OCCO2 (stereo unspecified)
0.2,Cc1cccc(C)c1NC(=O)c1cc2c(=O)c3ccccc3oc2nc1C(F)(F)F
-1.4,COc1cc(/C=C/C(=O)Nc2ccc(S(=O)(=O)Nc3ncccn3)cc2)ccc1OCC#N
-3.7,CC(=O)Nc1ccc(S(=O)(=O)N2CCn3cccc3C2C)cc1 (stereo unspecified)
3.5,O=C(Nc1ccc(O)cc1)C1CC=CCC1 (stereo unspecified)
4.0,COc1ccc(CNCCC2(Cc3ccccc3)CC(C)N(C)CC2C)cc1OC (stereo unspecified)
-1.1,O=C(NCCc1ccccc1)C(=O)NCC1OCCN1S(=O)(=O)c1ccc2c(c1)OCCO2 (stereo unspecified)
-1.8,Cc1onc(-c2c(Cl)cccc2Cl)c1C(=O)NCCCN1CCOCC1
-6.3,COC(=O)C1=C(C)N(Cc2ccccc2)C(=S)N[C@H]1c1cccc(C(F)(F)F)c1
5.7,CC1CCN(Cc2c(C(=O)O)nnn2-c2nonc2N)CC1
-1.3,COc1ccc(C2C=C(c3ccc(Br)cc3)Nc3nc(N4C(=O)CCC4=O)nn32)cc1 (stereo unspecified)
-2.0,CCCSc1ccc([C@@H]2[C@H]3C(=O)N(CC)C(=O)[C@H]3[C@]3(C(=O)OC)CCCCN23)cc1
1.7,O=C(Nc1nnc(C2CC2)s1)C1Cc2ccccc2CN1S(=O)(=O)c1cccs1 (stereo unspecified)
1.0,COc1ccc(OC)c(C2=NO[C@@H]3C(=O)N(c4cc(Cl)ccc4OC)C(=O)[C@H]23)c1
7.8,COc1cccc(CNC(=O)c2ccc(CS(=O)(=O)Cc3ccc(C)cc3)o2)c1
-5.1,Cc1cccc(N2CCN(C(=O)CN3C(=O)NC(C)(C4CC4)C3=O)CC2)c1C (stereo unspecified)
0.3,CCc1ccc(/C(C)=N/NC(=O)CNC(=O)/C=C/c2ccccc2OC)cc1
-1.4,O=C(CCn1cnc2ncccc2c1=O)N1CCN(c2cccc(Cl)c2)CC1
-2.9,CN(c1ccccc1)S(=O)(=O)c1cccc(NC(=O)COC(=O)C2CCCCC2)c1
-1.6,COc1ccc(S(=O)(=O)N(CC(=O)N2CCN(C)CC2)c2ccccc2)cc1OC
-1.0,CCCCn1c(O)c(N=Nc2ccccc2O)c2ccccc21
-2.2,CC1CCN(C(=O)c2[nH]cnc2C(=O)N(C)Cc2ccccc2)CC1
-2.0,COC(=O)[C@@]1(Cc2ccc(OC)cc2)[C@H]2c3cc(C(=O)N(C)C)n(Cc4c(CO)[nH]cc(C)c4=O)c3C[C@H]2CN1C(=O)c1ccccc1
0.9,COc1ccc(/C=N/NC(=O)CO/N=C(\C)c2cccs2)cc1
3.1,COc1ccccc1OCCSc1nnnn1-c1ccc(C)cc1
1.8,COc1cc(OC)cc(-c2c(C#Cc3ccsc3)c3cc(-c4ccc5c(c4)OCO5)ccc3n2C)c1
0.3,O=C(c1cccc(S(=O)(=O)Nc2ccc(F)cc2)c1)N1CCOCC1
1.9,COc1ccc(NC(=O)NCc2ccccn2)cc1
-2.2,COc1ccc(C(C)(C)C)cc1NC(=O)c1ccc[n+]([O-])c1
3.9,COc1ccc(-c2cc(-c3nnc(-c4ccncc4)o3)c3ccccc3n2)cc1
1.8,CC(C)NC(=O)CN(CCc1ccccc1)S(C)(=O)=O
-0.7,CCOc1ccc(NC(=O)CCCCCN2C(=O)[C@@H]3Cc4ccccc4CN3C2=O)cc1
-2.4,CCOC(=O)c1[nH]c(C)c(C(=O)OCC(=O)N(C)C2CCS(=O)(=O)C2)c1C (stereo unspecified)
7.9,Cc1ccc(CC2(C)C(=O)Nc3c(Cl)cccc32)cc1 (stereo unspecified)
6.1,Cc1c(OC(=O)CNC(=O)OC(C)(C)C)ccc2c3c(c(=O)oc12)CCC3
-1.6,COc1ccc2c(c1OC)C(=O)N(c1ncn[nH]1)C2

The list goes on:
TbREL1 inh,SMILES
6.0,CCNc1nc(NCC)n2c(SCC(=O)Nc3ccc(OC)c(OC)c3)nnc2n1
4.0,CCC(=O)N1CCCC(C)(C(=O)Nc2nccc3cccnc23)C1 (stereo unspecified)
-0.1,COc1ccc(C(=O)/C=C/c2ccc(OC3CSC3)cc2)cc1OC
1.7,NC(=O)CSc1nc2ccc([N+](=O)[O-])cc2[nH]1
5.1,CCn1c(=O)c2ccccc2n(Cc2cccc([N+](=O)[O-])c2)c1=O
-0.9,NC(=O)C1CCN(C(=O)CNC(=O)c2ccc(Br)o2)CC1
-2.0,Cc1ccc(N2C(=O)C3ON(c4ccccc4)C(CC(C)C)C3C2=O)cc1 (stereo unspecified)
-0.1,CCOC(=O)[C@H]1[C@H]2COc3ccc(Br)cc3[C@@H]2N2C(=O)[C@H](C)NC(=O)[C@@]12C
-0.6,CCOC(=O)c1c(COC(=O)c2ccco2)nc2ccccc2[n+]1[O-]
-1.8,COc1cccc(CC(Cc2nc3ccccc3[nH]2)c2nc3ccccc3[nH]2)c1 (stereo unspecified)
6.0,COc1cccc(NC(=O)CN2CCN(S(=O)(=O)c3ccc(C(C)C)cc3)CC2)c1
-3.5,COc1ccc(N2CCN(CCCNC(=O)CCc3cccc(Cl)c3)CC2)cc1
-0.7,CCOC(=O)c1ccc(N2C(=O)CC(Nc3ccc(O)cc3)C2=O)cc1 (stereo unspecified)
-0.4,C/C(=N\NC(=O)CCCOc1ccc(Cl)cc1C)c1ccc(C)o1
-0.7,O=C(Nc1ccc(-n2ccc(C(F)(F)F)n2)cc1)c1cccs1
1.1,Cc1ccc2nc(Cl)c(C3CC(c4ccco4)=NN3C(=O)CCCC(=O)O)cc2c1 (stereo unspecified)
-0.3,CCOC(=O)c1cnc(SCC(=O)Nc2ccc(NC(C)=O)c(OC)c2)nc1N
2.1,CCC(c1nc2ccccc2[nH]1)N(C(=O)C1=NNC(=O)CC1)c1ccccc1 (stereo unspecified)
3.1,COc1ccc(Cn2nnnc2C(c2cc(OC)ccc2OC)N2CCC(C(N)=O)CC2)cc1 (stereo unspecified)
-0.6,Cc1ccn2c(NC(=O)c3ccccc3)c(-c3cccs3)nc2c1
-0.2,CC(C#N)Sc1ccc(S(=O)(=O)N2CCCCC2)cn1 (stereo unspecified)
-2.1,CC(=O)Oc1ccc(Cn2c(C)c(C(=O)NCCC#N)sc2=O)cc1
-5.8,Cc1ccc(-c2csc(NCCn3c(-c4ccncc4)nc4ccccc43)n2)cc1
-4.5,Cc1cccc(NC2=C(Cl)C(=O)OC2OC(C)C)c1 (stereo unspecified)
4.8,COc1cccc(-c2nc(NC(C)(C)C)c3ccccc3n2)c1O
-2.4,Cc1c(NC(=O)C2CCCN(S(=O)(=O)c3c(C(C)C)cc(C(C)C)cc3C(C)C)C2)c(=O)n(-c2ccccc2)n1C (stereo unspecified)
11.6*,CN(C(=O)CSc1ncnc2sccc12)c1c(N)n(Cc2ccccc2)c(=O)[nH]c1=O
7.3,CCN(CC)C(=O)O[C@H]1CC[C@@]23CCCN2C(=O)CCC[C@H]3C1
-1.2,COc1ccc(NC(=O)c2ccc3[nH]c(C)c(C)c3c2)c(OC)c1
5.4,Cc1ccccc1N1C(=O)CC(N2CCN(C(=O)c3ccco3)CC2)C1=O (stereo unspecified)

Five records drawn at random from those above:
TbREL1 inh,SMILES
1.7,NC(=O)CSc1nc2ccc([N+](=O)[O-])cc2[nH]1
4.0,CCC(=O)N1CCCC(C)(C(=O)Nc2nccc3cccnc23)C1 (stereo unspecified)
-4.5,Cc1cccc(NC2=C(Cl)C(=O)OC2OC(C)C)c1 (stereo unspecified)
7.3,CCN(CC)C(=O)O[C@H]1CC[C@@]23CCCN2C(=O)CCC[C@H]3C1
-0.7,O=C(Nc1ccc(-n2ccc(C(F)(F)F)n2)cc1)c1cccs1

The results go on:
TbREL1 inh,SMILES
4.3,CCOC1=C2[C@H](c3ccccc3)N(S(=O)(=O)c3ccccc3)C[C@H]2n2c(=O)n(-c3ccccc3)c(=O)n2C1
-2.0,c1cncc(-c2nnc3sc(-c4ccco4)nn23)c1
2.4,N#Cc1nc(-c2cccc3ccccc23)oc1N
-2.8,NC(=O)C1(N2CCCCC2)CCN(C2CC(=O)N(Cc3ccc(N4CCCC4=O)cc3)C2=O)CC1 (stereo unspecified)
1.6,O=C1CC2c3ccccc3C1C1C(=O)N(CCO)C(=O)C21 (stereo unspecified)
-1.4,CC1C(=O)N2CCCc3cc(NS(=O)(=O)c4ccc([N+](=O)[O-])cc4)cc1c32 (stereo unspecified)
1.9,CCC(Oc1ccc2ccccc2c1)C(=O)O (stereo unspecified)
-1.1,Cn1nc(C(=O)OCC(=O)Nc2cccc(S(=O)(=O)N3CCCC3)c2)c2ccccc2c1=O
-1.6,N=c1ncn(CC(O)CN2CCOCC2)c2nc(N3CCOCC3)[nH]c12 (stereo unspecified)
6.6,Cc1ccc(C(=O)NC(=S)Nc2ccc(S(=O)(=O)N(C)c3ccccc3)cc2)cc1
-4.8,CCCn1c(SCC(=O)Nc2cccc(F)c2)nc(O)cc1=O
-2.5,Cc1c(CC(=O)NCC(=O)O)c(=O)oc2cc3oc4c(c3cc12)CCCC4
-1.9,O=C(c1ccc(CS(=O)(=O)c2ccccc2)o1)N1CCN(c2ccccc2)CC1
3.5,O=c1c2sc3nc(N4CCOCC4)c4c(c3c2nnn1Cc1ccccc1)CCCC4
-1.8,Cc1ccc(CN2CCC2(C)C(=O)NC(C)C)cc1 (stereo unspecified)
-1.7,CCOC(=O)CSc1nnc(CNC(=O)c2ccc(OC)cc2OC)n1C
1.9,COc1ccc(C)cc1S(=O)(=O)N(CC(=O)N1CCOCC1)Cc1ccccc1
0.7,CCOC(=O)C1(Cc2cccc(F)c2)CCN(CC(O)CO)CC1 (stereo unspecified)
11.9*,O=C(O)COCc1nc2ccccc2s1
-3.4,CCOC(=O)[C@H]1[C@H]2COc3ccc(C)cc3[C@@H]2N2C(=O)CN(Cc3ccccc3)C(=O)[C@@]12C
9.6,COc1cc(/C=C(\C#N)C(N)=O)ccc1OCc1c(C)no[n+]1[O-]
-2.2,O=C(CSc1nnc(-c2ccc(O)cc2)n1Cc1ccco1)N1CCc2ccccc2C1
-1.7,Nn1c(SCC(=O)NCCc2ccc(S(N)(=O)=O)cc2)nnc1C1CCCCC1
-5.1,O=C1NC(Cc2ccc(O)cc2)c2nc3cc(F)ccc3c(=O)n2-c2cc(Cl)ccc21 (stereo unspecified)
-2.9,CC(C)NC(=O)c1ccc2c(=O)n(Cc3ccco3)c(=S)[nH]c2c1
1.6,COc1ccccc1C(=O)NC(CCSC)C(=O)NCC(c1cccs1)N1CCOCC1 (stereo unspecified)
2.3,COc1cc(OC)c(S(=O)(=O)Nc2ccccc2N2CCOCC2)cc1NC(C)=O
0.2,CCc1cccc(NS(=O)(=O)c2c(C)nc3scc(C)n3c2=O)c1
-1.5,Cc1ccc(C)c(NC(=O)CN(C)C(=O)c2cc(-c3cccs3)nn2-c2ccccc2)c1
2.8,O=[N+]([O-])c1cccc(C=NN=C2c3ccccc3-c3ccccc32)c1
-2.3,Cc1cc(NC(=O)CN(C)C)c([N+](=O)[O-])cc1C

Among those listed so far, four have bromine:
TbREL1 inh,SMILES
-1.0,O=C(c1ccc(Br)o1)N1CCC(Cc2ccccc2)CC1
-1.3,COc1ccc(C2C=C(c3ccc(Br)cc3)Nc3nc(N4C(=O)CCC4=O)nn32)cc1 (stereo unspecified)
-0.9,NC(=O)C1CCN(C(=O)CNC(=O)c2ccc(Br)o2)CC1
-0.1,CCOC(=O)[C@H]1[C@H]2COc3ccc(Br)cc3[C@@H]2N2C(=O)[C@H](C)NC(=O)[C@@]12C

As a short view, two of the compounds above.
TbREL1 inh,SMILES
2.8,O=[N+]([O-])c1cccc(C=NN=C2c3ccccc3-c3ccccc32)c1
-2.3,Cc1cc(NC(=O)CN(C)C)c([N+](=O)[O-])cc1C
